AID inh: Primary qHTS assay for inhibitors of Activation Induced Cytidine Deaminase (AID): AID signal; 91,000 compounds, 0.32% hits; AID deamination FRET fluorescence, UDG-coupled, 4 h; Potency, µM (titrated, usually from 115 µM), without a hit: at the top dose activity change, negative = inhibition, usual class: inhibitors; Single-stranded DNA cytosine deaminase (Homo sapiens), Q9GZX7; AID 1347428, 2020; note: nearly all actives have a fitted effect of over 25% in size
Target sequence (Q9GZX7 whole entry, looked up): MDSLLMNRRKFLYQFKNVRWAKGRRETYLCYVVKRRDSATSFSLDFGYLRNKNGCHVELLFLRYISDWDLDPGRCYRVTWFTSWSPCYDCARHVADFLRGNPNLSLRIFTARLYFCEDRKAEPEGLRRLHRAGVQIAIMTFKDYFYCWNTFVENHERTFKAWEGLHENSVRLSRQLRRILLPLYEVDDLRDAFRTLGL
UDG counterscr: Primary qHTS assay for inhibitors of Activation Induced Cytidine Deaminase (AID): UDG Counterscreen signal. AID 1347430, 2020. FRET deamination/UDG coupled assay, UDG read, 4 h. 91,000 compounds, 0.14% hits. Potency, µM (highest dose often 115 µM), for inactives: top-dose activity change, negative = inhibition, usual class: inhibitors; note: nearly all actives have a fitted effect of over 65% in size
* hit, by the source's call; ? = inconclusive; [ ] = remark or other dose. Calls come from the whole dose curve; as a rule, active = well fitted curve in the direction sought with a large enough effect; inconclusive = small, poorly fitted or top-dose-only effect, or another doubt; inactive = no such curve, though single readings can be large; an effect the other way counts as inactive or inconclusive. % is set by controls: 0 for no effect and ±100 for the full control effect; potency is the fitted concentration of half-maximal effect. The list is partial; count on the stated rates, not on these rows.

compound | AID inh | UDG counterscr
CCCn1nc(C(=O)OCC(=O)Nc2ccc(Cl)c(C(F)(F)F)c2)c2ccccc2c1=O | -7% | 2%
CCCN(C(=O)c1cn(CC(C)C)c(=O)c2cc(OC)c(OC)cc12)c1cccc(C)c1 | -7% | -9%
CCCC(=O)NCCc1cccc(F)c1 | 0% | -3%
CN(C)S(=O)(=O)c1cccc(C(=O)NCC2COc3ccccc3O2)c1 (stereo not given) | -1% | 2%
Cc1ccc(C)c(NC(=O)CCc2ncc(-c3ccc(F)cc3F)o2)c1 | 1% | -8%
COc1ccc(OC(=O)c2nc(SCc3ccccc3C)ncc2Cl)cc1 | 0% | 0%
CCOc1ccccc1OCCN | -9% | -1%
COc1cccc(CNC(=O)CC2CCN(C(=O)c3[nH]c(C)cc3C)CC2)c1 | 1% | -3%
N#C/C(=C\c1c2ccccc2cc2ccccc12)C(=O)NCCc1ccccc1 | -5% | -4%
CN(CC(=O)Nc1cccc(F)c1)C(=O)CCc1ncc(-c2ccccc2Cl)o1 | 1% | -6%
CCOC(=O)C(O)(c1ccc(N(C)C(=O)Nc2ccc(Cl)cc2)cc1)C(F)(F)F (stereo not given) | -4% | -5%
CCCCCn1nc(C(=O)Nc2nc(-c3cc(OC)ccc3OC)cs2)c2ccccc2c1=O | 2% | 9%

Later entries:
compound | AID inh | UDG counterscr
CS(=O)(=O)c1cccc(C(=O)N2CCN(C(=O)c3ccccc3)CC2)c1 | 13% | 5%
COc1ccc(-n2nc(C(=O)Nc3cccc(C)n3)c3c4ccccc4n(C)c3c2=O)cc1 | 4% | -1%
CS(=O)(=O)Cc1ccc(CNCc2cccc3ccccc23)cc1 | -2% | 0%
COCCOC(=O)/C(C#N)=C\c1ccc(Cl)c(Cl)c1 | -7% | 2%
CCn1nc(C)cc1-c1nn2c(-c3ccc(F)cc3)nnc2s1 | 8% | -1%
COc1ccc(S(=O)(=O)[C@H]2CS(=O)(=O)C[C@@H]2NCc2ccccn2)cc1 | 9% | -2%
Cc1ccc(CCNC(=O)c2ccc3c(c2)N(Cc2cccc(Cl)c2)C(=O)c2ccccc2S3(=O)=O)cc1 | -6% | -6%[57.5 µM]
COC(=O)[C@H]1[C@H]2C[C@@H]3c4[nH]c5cc(OC)ccc5c4CCN3C[C@H]2C[C@@H](OC(=O)c2cc(OC)c(OC)c(OC)c2)[C@@H]1OC | 12% | 4%
Cn1cnnc1Sc1ccc(/C=N/Nc2ccc(S(N)(=O)=O)cc2[N+](=O)[O-])cc1[N+](=O)[O-] | -3% | -10%
CNC(=O)c1ccc2nc(CCc3ccccc3)oc2c1 | -4% | 3%
CC(C)(C)c1ccc(C2CC(=O)c3cnc(N)nc3C2)cc1 (stereo not given) | -1% | 6%
COc1ccc(CCNC(=O)Cn2c(=O)nc(-c3ccccc3)c3ccccc32)cc1OC | 23% | -2%

Five records drawn at random from the list so far, as already listed:
compound | AID inh | UDG counterscr
COCCOC(=O)/C(C#N)=C\c1ccc(Cl)c(Cl)c1 | -7% | 2%
COc1ccc(S(=O)(=O)[C@H]2CS(=O)(=O)C[C@@H]2NCc2ccccn2)cc1 | 9% | -2%
COc1ccc(CCNC(=O)Cn2c(=O)nc(-c3ccccc3)c3ccccc32)cc1OC | 23% | -2%
CNC(=O)c1ccc2nc(CCc3ccccc3)oc2c1 | -4% | 3%
CS(=O)(=O)Cc1ccc(CNCc2cccc3ccccc23)cc1 | -2% | 0%

Following part.
compound | AID inh | UDG counterscr
COc1cccc(C(=O)Nc2ccccc2OCc2cc(=O)n3ccccc3n2)c1 | -16% | -3%
COC(=O)c1cc(NC(=O)CC23CC4CC(CC(C4)C2)C3)cc(C(=O)OC)c1 | -8% | 1%
CC(C)(O)C#Cc1ccc(C(=O)NC(Cc2c[nH]c3ccccc23)C(=O)O)cc1 (stereo not given) | 2% | -10%
O=C(c1cn(-c2ccc(Cl)cc2)nn1)N1CCc2ccccc2C1 | 4% | -6%
Cc1ccc2sc(N(Cc3cccnc3)C(=O)c3ccc(S(=O)(=O)N(C)C)cc3)nc2c1C | -14% | 4%
Cc1ccc(S(=O)(=O)N(C)CC(=O)Nc2ccc(Nc3ccccc3)cc2)cc1 | -12% | -6%
Cc1cc(C)c(NC(=O)C(=O)NCCc2csc(-c3ccc(F)cc3)n2)c(C)c1 | 4% | 18%
O=C(O)c1ccccc1SCc1ccc(Br)cc1 | 8% | 4%
CN(C)CCNC(=O)CN1C(=O)COc2ccc(S(=O)(=O)N3CCCC3)cc21 | 3% | 2%
CCN(CC)c1ccc(NC(=O)CN2C(=O)c3cccnc3Oc3ccc(Cl)cc32)c(C)c1 | 4% | 16%
Cc1ccc(-c2nnc(SC3=CS(=O)(=O)c4ccccc43)o2)cc1 | -6% | -3%
Clc1cccc(CNc2cc(-c3ccccc3)nc3nncn23)c1 | -7% | 1%

(cont.)
compound | AID inh | UDG counterscr
COc1ccc(F)cc1C(=O)/C=C/c1cccc(C#N)c1 | -20% | 0%
COc1ccc(OC)c(CNC(=O)C2CCN(S(=O)(=O)c3ccc4[nH]c(=O)oc4c3)CC2)c1 | 1% | 5%
CCN(CC)CCCNc1sc(S(=O)(=O)c2ccccc2)nc1S(=O)(=O)c1ccc(Cl)cc1 | -9% | -3%
O=C(Nc1ccc2oc(-c3cccnc3)nc2c1)c1ccc(-c2cccc(Cl)c2)o1 | -21% | -5%
Cc1ccccc1OCC(=O)Nc1ccc2nc(SCc3ccccc3)sc2c1 | 8% | 24%
CC(C)(Oc1ccc(C2CC2(Cl)Cl)cc1)C(=O)O (stereo not given) | 3% | 7%
N#Cc1ccc(OCC(O)CNCCC2=CCCCC2)cc1 (stereo not given) | -2% | 4%
COc1ccc(CNC(=O)CN2C(=O)CSc3ccc(S(=O)(=O)N4CCOCC4)cc32)c(OC)c1 | 1% | 3%
CC1=C(C(=O)Nc2ccc(Cl)cc2)C(c2ccccc2C)n2ncc(C(=O)Nc3ccc(C)cc3)c2N1 (stereo not given) | -21% | -3%
COC(=O)c1ccc(Cl)cc1NC(=O)N(Cc1ccc(C)o1)C1CCN(C(C)=O)CC1 | -11% | -17%
CCCN1CCC2(CC1)Oc1c(OC)cccc1C1CC(c3ccc4c(c3)OCO4)=NN12 (stereo not given) | -21% | ?
Cc1cc(C)cc(NC(=O)C2CCN(C(=O)c3cnn(-c4ccccc4)c3-n3cccc3)CC2)c1 | ? | -11%

The results go on.
compound | AID inh | UDG counterscr
Cc1ccc(C)c(NC(=O)CSc2c(C)cnc3c2c(=O)n(C)c(=O)n3C)c1 | -2% | -2%
COc1ccccc1Oc1c(C)oc2cc(OC(=O)N3CCOCC3)ccc2c1=O | -1% | 2%
CCn1nc(C)c2c(-c3ccccc3)cc(=O)n(C(C)C(=O)Nc3cccc(F)c3)c21 (stereo not given) | -17% | ?
CC1CCCN(CCCNC(=O)c2ccc3c(c2)N(Cc2ccc(Cl)cc2)C(=O)c2ccccc2S3(=O)=O)C1 (stereo not given) | ? | -19%
CC(C)c1ccc(NC(=O)CN2CCCC2)cc1 | 1% | -3%
CS(=O)(=O)Oc1ccc2c(=O)c(Oc3ccccc3Br)c(C(F)(F)F)oc2c1 | -10% | 4%
CN(CC1COc2ccccc2O1)C(=O)c1nn(Cc2ccccc2)c(=O)c2ccccc12 (stereo not given) | -14% | -7%
CC(C)NC(=O)CCC(=O)c1ccc2c(c1)OCCO2 | 5% | -2%
CCCCNc1oc(/C=C/c2cccs2)nc1C#N | -7% | -6%
Cc1cccc(N2CCN(C3=C(c4ccccc4)C(=O)c4ccccc43)CC2)c1C | ? | ?
CCC(CC)c1nn2c(=O)cc(COc3ccc(NC(=O)c4ccccc4C)cc3)nc2s1 | 35%[activator] | -14%
Cc1ccc(C)c(CN2C(=O)c3ccccc3S(=O)(=O)c3ccc(C(=O)Nc4cc(F)ccc4F)cc32)c1 | ? | -7%

Later entries:
compound | AID inh | UDG counterscr
COc1ccc(Br)cc1CNC(=O)CN1C(=O)CCCc2ccccc21 | 0% | -16%[57.5 µM]
COc1ccc(C2CC(=O)c3cnc4c(-c5ccc(F)cc5)c(C)nn4c3C2)cc1OC (stereo not given) | 21% | 2%
COc1ccc(/C=C2\CCc3ccccc3C2=O)cc1Br | -13% | -3%
CCC(CC)NC(=O)Nc1ccccc1F | 12% | 2%
CC(C)CC(NC(=O)C(c1ccccc1)C(C)C)c1ccccc1 (stereo not given) | 2% | 4%
COc1ccc(S(=O)(=O)N2CCN(c3ccc(F)cc3)CC2)cc1-c1noc(C)n1 | 0% | -14%
COC(=O)Cc1csc(NC(=O)Cc2c(C)c3ccc(OC)cc3oc2=O)n1 | 4% | -1%
Cc1c(/C=C(\C#N)C(=O)Nc2cccc(Cl)c2)c2ccccc2n1Cc1ccccc1Cl | -15%[57.5 µM] | -13%[57.5 µM]
CCC/C=N/NC(=O)c1ccccc1C | 5% | 4%
Oc1cccc(Nc2nc(-c3ccccc3)nc3ccccc23)c1 | 29% | 13%
Cc1cccc(-c2noc(CN(C(=O)COc3ccc(Br)cc3C)C(C)C)n2)c1 | ? | -15%
Oc1c(Cl)cccc1C=Nc1cc(C(F)(F)F)ccc1Oc1ccccc1 | 1% | 1%

Other structures.
compound | AID inh | UDG counterscr
COc1cccc(N2CC(NC(=O)CCCc3ccccc3)CC2=O)c1 (stereo not given) | -15% | 1%
Cc1cccnc1NC(=O)c1ccc(C2SCCCS2)cc1 | 0% | 7%
N#CCc1ccc(OCc2ccc(C#N)cc2)cc1 | -6% | 9%
O=C(COCc1cc(-c2ccc(F)cc2)on1)Nc1ccccc1F | -3% | -6%
CC(C)N(C(=O)c1cccc(I)c1)C(C)C | -4% | -1%
N#Cc1ccc(NC(=O)c2ccc3c(c2)OCCCO3)cc1 | 1% | -2%
O=C(NCCc1csc(-c2cccnc2)n1)c1cccc(Cl)c1 | -21% | -1%
CC(=O)N1CCCC1c1nc2ccccc2n1Cc1cc(C)ccc1C (stereo not given) | 65%[activator] | -6%
CC(=O)N1CCCc2cc(S(=O)(=O)N3CCC(C(=O)NCc4ccc(C)cc4)CC3)ccc21 | 1% | 3%
CCCOc1cccc(C2c3c(oc4ccccc4c3=O)C(=O)N2c2nncs2)c1 (stereo not given) | 16% | 4%[57.5 µM]
CCNC(=O)c1ccc2c(c1)nc1n2CCCCC1 | 7% | ?
CC(=O)c1c(C)[nH]c(C(=O)C(C)OC(=O)c2cc(F)cc(F)c2)c1C (stereo not given) | 3% | 8%

Continuation:
compound | AID inh | UDG counterscr
CCOc1c(Br)cc(C(=O)Oc2cccc(F)c2)cc1OC | -7% | -6%
Cc1nc(Nc2nc(CCC(C)C)cc(=O)[nH]2)nc2c(C)cccc12 | ? | -3%
CC(C)(C)CC(=O)NCCc1ccsc1 | -6% | -7%
Cc1ccc(Cl)cc1N1CCN(C(=O)c2ccc3c(c2)N(Cc2ccc(F)cc2)CCS3)CC1 | ? | -6%
NC(=O)c1ccc(OCC2CCCCC2)cc1 | -3% | 0%
COc1cc(Nc2nc3c(S(=O)(=O)c4ccccc4)nnn3c3ccc(Cl)cc23)cc(OC)c1 | -10% | -20%
COc1ccccc1Oc1nc2c(c(=O)n(C)c(=O)n2C)n1Cc1cccc(Br)c1 | ? | -15%
Cc1cc(C)cc(OCc2ccc(C(=O)Nc3ccccc3F)o2)c1 | -20% | -5%
COc1ccc(NCCC(c2ccc(F)cc2)c2ccc(Cl)cc2)cc1 (stereo not given) | 1% | 0%
CCOc1ccc(CN(C(=O)c2nc(SC)ncc2Cl)C2CCS(=O)(=O)C2)cc1 (stereo not given) | ? | ?
Cc1ccsc1C(=O)OCC(=O)OC1CC(C)CCC1C(C)C (stereo not given) | 2% | -7%
CC(C)C(=O)Nc1ccc2[nH]cc(C(C(=O)O)N3C[C@H](C)C[C@H](C)C3)c2c1 (stereo not given in full) | -4% | 5%

3 structures already listed, ordered by length of the SMILES, low to high:
compound | AID inh | UDG counterscr
COc1ccccc1Oc1nc2c(c(=O)n(C)c(=O)n2C)n1Cc1cccc(Br)c1 | ? | -15%
COc1cc(Nc2nc3c(S(=O)(=O)c4ccccc4)nnn3c3ccc(Cl)cc23)cc(OC)c1 | -10% | -20%
CC(C)C(=O)Nc1ccc2[nH]cc(C(C(=O)O)N3C[C@H](C)C[C@H](C)C3)c2c1 (stereo not given in full) | -4% | 5%

(continued)
compound | AID inh | UDG counterscr
CCc1nc(CNCc2cccc(NC(=O)c3ccc(F)cc3)c2)cs1 | -3% | -1%
COc1cccc(NC(=O)C2CCN(S(=O)(=O)c3c(C)noc3/C=C/c3cccs3)CC2)c1 | -7% | -11%[57.5 µM]
Cc1ccc(N2C(=O)c3cc(-c4ccco4)nn3CC2(C)C(=O)NC2CCCCC2)cc1 (stereo not given) | -1% | -3%
O=C(c1ccc(-c2ccc(F)cc2)s1)N(Cc1ccco1)C1CC1 | 0% | 1%
C#Cc1cccc(NC(=O)Cc2cccc(OC)c2)c1 | -16% | 0%
COc1ccccc1CNC(=O)Cn1nc(C)n2cccc2c1=O | 0% | 0%
O=C(NCCc1ccc(Cl)cc1)c1nc(-c2cccc(F)c2)n2c1CCCCC2 | -23% | -12%
COc1cc(C(=O)Nc2nc3c(s2)Cc2c(Br)ccc(OC)c2-3)cc(OC)c1OC | 176%[activator] | ?
CC(C)c1nn2c(=O)cc(COC(=O)CNC(=O)c3ccccc3Cl)nc2s1 | 29% | -10%
CC(Oc1ccc(C#N)cc1)C(=O)NC(C1CC1)C1CC1 (stereo not given) | -3% | -3%
O=C(CS(=O)(=O)c1cccc2nsnc12)Nc1ccccc1 | 21% | -4%
Cc1ccc(S(=O)(=O)c2cn(Cc3ccccc3)c3cc(N4CCCCC4)c(F)cc3c2=O)cc1 | ? | -12%

Screening results: PubChem, National Center for Advancing Translational Sciences (NCATS)
